# Screens (PubChem)
# Apaf1 inhib – inhibitors of human Apaf-1 apoptosome, primary screen, biochemical, DEVD-Rh110 fluorescence, uHTS; Apoptotic protease-activating factor 1 (Homo sapiens), O14727; reconstituted apoptosome caspase-3 activity; inhibition, % at 20 µM; 330,000 compounds, 0.71% hits; active means inhibition of at least 40% at 20 µM;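 further: plate controls were DMSO wells for no effect and DEVD-CHO caspase inhibitor wells for full effect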
#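 Medium: Hepes buffer, pH 7.5 / System: biochemical Apaf-1 apoptosome reconstitution / Measured by: Rh110 fluorescence, excitation 480 nm, emission 540 nm / Times: compound with Apaf-1, dATP, procaspase-3 30 min, then 50 min reaction, room temperature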
# SENP7 block – SENP7 protease inhibitors, primary screen, biochemical, luminescence, uHTS; AID 434973, 2010; recombinant SENP7, Z-RLRGG-aminoluciferin luminescence, 40 min; inhibition, % at 5 µM; 330,000 compounds, 1.5% hits;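 active means inhibition above about 50% at the single test dose, limit read from the data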;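 further: plate controls were DMSO with enzyme for no effect and no enzyme buffer wells for full effect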
# 697 NFkB inh – inhibitors of PMA/ionomycin-induced NF-kB reporter, 697 cells, primary screen, B-cell NF-kB inhibitor project, cell-based, luminescence, uHTS; 330,000 compounds, 0.33% hits; AID 435022, 2010; 697 B-cell NF-kB luciferase reporter, 16 h; inhibition, % at 4 µM; in the data active means inhibition above about 35%
# SENP8 block – SENP8 protease inhibitors, primary screen, biochemical, luminescence | Sentrin-specific protease 8 (Homo sapiens), Q96LD8 | purified SENP8, Z-RLRGG-aminoluciferin cleavage | inhibition, % at 10 µM | 330,000 compounds, 1.2% hits
# Gli-Sufu block – Gli-Sufu pathway antagonists, primary screen, luciferase luminescence, Sufu-KO-LIGHT cells, uHTS; inhibition, % at 5 µM; Sufu-KO-LIGHT fibroblasts, Gli luciferase reporter luminescence; 340,000 compounds, 0.74% hits;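 active means inhibition above about 55%, limit read from the data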;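 further: 0% = DMSO-treated cells and 100% = wells with medium but no cells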
# Jurkat NFkB inh – inhibitors of induced NF-kB luciferase reporter, primary screen, TCR NF-kB activation inhibitor project, cell-based, luminescence, uHTS | Jurkat, PMA/ionomycin-induced NF-kB luciferase reporter | inhibition, % at 4 µM | 330,000 compounds, 0.53% hits | AID 435003, 2010
# UBC13 polyUb – UBC13 polyubiquitin chain formation inhibitors, primary screen, biochemical, TR-FRET, uHTS | 330,000 compounds, 0.47% hits | AID 485273, 2010 | inhibition, % at 20 µM | Ubiquitin-conjugating enzyme E2 N (Homo sapiens), P61088; in the data active means inhibition above about 45%, passing the limit was not always enough
# Target sequence (P61088 whole entry, looked up): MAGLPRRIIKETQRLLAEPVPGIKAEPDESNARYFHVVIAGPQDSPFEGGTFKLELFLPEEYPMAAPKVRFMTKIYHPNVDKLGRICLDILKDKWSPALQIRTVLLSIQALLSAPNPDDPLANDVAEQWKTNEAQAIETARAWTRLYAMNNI
# HKDC1 inh – HKDC1 hexokinase inhibitors, primary screen, biochemical, fluorescence, uHTS | Q2TB90 | recombinant HKDC1, G6PDH/diaphorase resazurin coupled fluorescence | inhibition, % at 20 µM | 340,000 compounds, 0.16% hits;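 active means inhibition above about 35% when tested at 20 µM, limit read from the data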;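 further: plate controls were DMSO wells with enzyme for no effect and DMSO wells lacking enzyme for full effect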
# Target sequence (Q2TB90 whole entry, looked up): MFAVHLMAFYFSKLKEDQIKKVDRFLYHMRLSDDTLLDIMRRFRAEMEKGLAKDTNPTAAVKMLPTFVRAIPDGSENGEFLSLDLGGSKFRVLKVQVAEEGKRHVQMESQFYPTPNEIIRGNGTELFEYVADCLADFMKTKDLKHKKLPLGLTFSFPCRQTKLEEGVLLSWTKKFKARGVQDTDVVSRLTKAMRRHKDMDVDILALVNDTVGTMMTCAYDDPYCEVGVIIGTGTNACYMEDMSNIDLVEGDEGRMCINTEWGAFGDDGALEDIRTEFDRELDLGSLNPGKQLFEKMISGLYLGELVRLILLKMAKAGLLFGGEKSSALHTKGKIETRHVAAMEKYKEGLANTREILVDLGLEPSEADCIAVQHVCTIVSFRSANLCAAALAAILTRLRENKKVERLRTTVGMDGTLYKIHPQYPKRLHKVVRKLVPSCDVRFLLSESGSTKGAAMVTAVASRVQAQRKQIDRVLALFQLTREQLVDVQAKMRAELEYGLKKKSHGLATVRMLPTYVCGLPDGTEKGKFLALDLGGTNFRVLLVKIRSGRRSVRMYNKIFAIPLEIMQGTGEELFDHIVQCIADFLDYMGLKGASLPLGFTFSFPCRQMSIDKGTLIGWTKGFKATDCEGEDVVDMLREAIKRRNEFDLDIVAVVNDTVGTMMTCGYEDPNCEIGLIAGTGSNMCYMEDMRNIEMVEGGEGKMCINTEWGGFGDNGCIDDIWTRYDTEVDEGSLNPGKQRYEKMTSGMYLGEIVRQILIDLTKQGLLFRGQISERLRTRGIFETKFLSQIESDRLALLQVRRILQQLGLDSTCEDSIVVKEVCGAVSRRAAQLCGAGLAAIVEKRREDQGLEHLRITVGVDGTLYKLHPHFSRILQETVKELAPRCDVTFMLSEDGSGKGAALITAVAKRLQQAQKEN
#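 test system = in-house recombinant HK5 (HKDC1) enzyme | amount = HKDC1 at 5 µg/mL | control set = DMSO-enzyme wells negative, buffer-substituted wells positive | compound = one dose of 20 µM, 1% DMSO | schedule = reaction time 90 min, room temperature, protected from light | technique = resorufin fluorescence at 613 nm | reagent = glucose with 1 mM ATP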
# Numbers without * were called inactive. Unless noted, no stated cut-off is given here; in the data, active means inhibition above about 50%; inactive means the rest.
Compound | Apaf1 inhib | SENP7 block | 697 NFkB inh | SENP8 block | Gli-Sufu block | Jurkat NFkB inh | UBC13 polyUb | HKDC1 inh
CSc1ccc(NS(=O)(=O)c2ccc(-n3cnnn3)cc2)cc1 | 7 | -9 | -21 | -3 | 17 | 17 | 2 | 3
O=C(Nc1ccccc1C(=O)Nc1ccc(Br)cn1)c1cccc([N+](=O)[O-])c1 | 3 | -19 | -16 | 10 | 8 | -14 | -7 | 7
COCCNC(=O)c1ccc2c(=O)n(Cc3ccco3)c(SCC(=O)Nc3ccc(OC)cc3OC)nc2c1 | 14 | -4 | 21 | -1 | -21 | -1 | 3 | -3
CC(=O)n1c(=O)c2ccccc2c(=O)n1-c1ccccc1 | -7 | 2 | 1 | 6 | 13 | 4 | 9 | -1
C/C(=N\N1CCN(c2ccc(Cl)cc2)CC1)c1cccc([N+](=O)[O-])c1 | 13 | -4 | 5 | -4 | 20 | 5 | -2 | -7
CCC(c1nnnn1CS(=O)(=O)c1ccc(C)cc1)N1CCN(c2nc3ccccc3s2)CC1 (configuration not stated) | 4 | -2 | -22 | -8 | 4 | 31 | -1 | 18
COc1ccc(/C=N/NC(=O)Cc2csc(Nc3cccc(C(F)(F)F)c3)n2)c(OC)c1 | 16 | 1 | 11 | -1 | 4 | -2 | 78* | 1
CC(=O)OC(C(=O)NCc1ccc(F)cc1)c1ccccn1 (configuration not stated) | 5 | 1 | 15 | -2 | 18 | -7 | 4 | -8
COc1ccc(C2C(C#N)=C(N)OC3=C2C(=O)CCC3)cc1OC (configuration not stated) | 0 | 4 | 1 | 4 | -8 | 12 | -1 | 0
Cn1c(=O)cc(OCC(=O)NCc2ccccn2)c2ccccc21 | -9 | 2 | 14 | 3 | 11 | 5 | 0 | -2
Cn1c(=O)oc2cc(S(=O)(=O)N3CCCC(C(=O)NCc4ccc5c(c4)OCO5)C3)ccc21 (configuration not stated) | 14 | -18 | 4 | -11 | -2 | -8 | -3 | -7
Cc1nc2c(ncn2-c2ccccc2)c(=O)n1NC(=O)CN1CCN(C)CC1 | -25 | -2 | 14 | 5 | -3 | 1 | 1 | 7
CC1=CCC(C(=O)N/N=C/c2cccs2)C(c2ccc(F)cc2)C1 (configuration not stated) | 13 | -1 | -11 | -1 | 6 | 10 | 2 | 2
Cc1ccc2cccnc2c1N | -3 | 8 | -9 | 5 | 8 | -15 | -17 | 2
NS(=O)(=O)c1ccc(Nc2ccccc2)c([N+](=O)[O-])c1 | 1 | 3 | -4 | -4 | 0 | -6 | -22 | -1
COc1ccc(-c2nc3c(n2O)CCCC3=O)cc1OC | -7 | 5 | 10 | -10 | -7 | -14 | 6 | -4
Cc1ccc(NC(=O)CN2C(=O)COc3ccc(C)cc32)nc1 | -10 | 7 | 13 | 2 | 4 | -14 | -4 | -10
CC(c1ccccc1)N1CCC(CNC(=S)Nc2cccc(Cl)c2)C1 (configuration not stated) | 8 | 2 | -8 | -7 | 20 | 3 | 16 | -3
CC(C)(C)n1ncc2c(=O)n(CC(=O)N3CCCCCC3)cnc21 | -1 | 2 | 4 | -5 | 22 | -5 | 6 | 1
O=[N+]([O-])c1ccc(O)c(C=Nc2ccc3c(c2)OCO3)c1 | -5 | 3 | -159 | 5 | 8 | -54 | 0 | 2
Cc1cc(=O)[nH]c(-n2[nH]c3c(c2=O)CCCC3)n1 | 1 | 11 | -12 | -14 | -4 | -2 | -13 | 3
COc1cc2ccccc2cc1C(=O)Nc1ccc(Cc2ccncc2)cc1 | 23 | -2 | -67 | -10 | 3 | 11 | 1 | 6
CCOC(=O)c1sc(=NC(=O)c2c(F)cccc2F)n(C)c1C | 6 | 0 | -28 | -1 | -39 | -36 | 18 | -3
Cc1ccc(OC(=O)CCC(=O)Nc2ccc(C)c(C)c2)cc1 | -4 | 12 | 1 | -13 | 6 | -5 | -12 | 0

# Exported with values under each structure: part of the list above.
# Every second line gives: Apaf1 inhib | SENP7 block | 697 NFkB inh | SENP8 block | Gli-Sufu block | Jurkat NFkB inh | UBC13 polyUb | HKDC1 inh
> COc1cc2ccccc2cc1C(=O)Nc1ccc(Cc2ccncc2)cc1
    23 | -2 | -67 | -10 | 3 | 11 | 1 | 6
> CCOC(=O)c1sc(=NC(=O)c2c(F)cccc2F)n(C)c1C
    6 | 0 | -28 | -1 | -39 | -36 | 18 | -3

# New compounds follow:
Compound | Apaf1 inhib | SENP7 block | 697 NFkB inh | SENP8 block | Gli-Sufu block | Jurkat NFkB inh | UBC13 polyUb | HKDC1 inh
Cc1cccc(C(=O)N/C(=C\c2ccco2)C(=O)N2CCCC2)c1 | -134 | 11 | 9 | -5 | 2 | 14 | -10 | -6
O=C(O)CCn1[nH]c(=O)ccc1=O | -8 | -11 | -8 | 1 | 5 | -1 | 1 | 1
O=C(Cc1ccccc1F)NNC(=O)c1ccncc1 | -17 | 0 | 6 | -3 | -8 | 10 | 9 | -7
CCNC(=S)N(CCc1cccc(C)c1)Cc1cc2cc(OC)c(OC)cc2[nH]c1=O | 9 | -11 | 4 | -9 | 52 | -13 | -5 | 0
COC(=O)c1ccccc1NC(=O)Cn1cnc2c(cnn2-c2ccccc2)c1=O | 2 | -10 | -7 | -9 | -1 | 1 | -3 | 1
Cc1ccc2cc(CN(Cc3ccco3)C(=O)c3cccs3)c(=O)[nH]c2c1 | 15 | -10 | -58 | -7 | -2 | 25 | 0 | -2
CN(C)CCCNC(=S)NCc1ccc(Cl)cc1 | 2 | -1 | 7 | 0 | 7 | -3 | 2 | 10
CCCC(=O)Nc1c2c(nn1-c1cccc(C)c1C)CS(=O)(=O)C2 | -1 | -7 | 12 | -3 | -1 | -2 | 6 | -1

# One compound at a time, as listed above. Order of screens: Apaf1 inhib | SENP7 block | 697 NFkB inh | SENP8 block | Gli-Sufu block | Jurkat NFkB inh | UBC13 polyUb | HKDC1 inh
# Listed for COC(=O)c1ccccc1NC(=O)Cn1cnc2c(cnn2-c2ccccc2)c1=O → 2 | -10 | -7 | -9 | -1 | 1 | -3 | 1
# Listed for Cc1cccc(C(=O)N/C(=C\c2ccco2)C(=O)N2CCCC2)c1 → -134 | 11 | 9 | -5 | 2 | 14 | -10 | -6
# Listed for CCNC(=S)N(CCc1cccc(C)c1)Cc1cc2cc(OC)c(OC)cc2[nH]c1=O → 9 | -11 | 4 | -9 | 52 | -13 | -5 | 0

# Other compounds
Compound | Apaf1 inhib | SENP7 block | 697 NFkB inh | SENP8 block | Gli-Sufu block | Jurkat NFkB inh | UBC13 polyUb | HKDC1 inh
O=C(NCc1cccc(Cl)c1)c1cc(=O)[nH]c2ccccc12 | 2 | 9 | 4 | 3 | 19 | 5 | 6 | -4
CC(C)(C)c1nc(SCC(=O)NCc2cccs2)c2ccccc2n1 | 8 | 4 | 13 | 0 | 5 | 9 | 30 | 13
O=C(c1cc(-c2ccc(F)cc2)on1)N1CCCCCC1 | 14 | -10 | -162 | -1 | -116 | -132 | 0 | -4
CCCCC1=CC2=C(c3ccco3)C(=O)C(C)(OC(=O)c3ccc(OC)cc3)C(=O)C2=CN1c1ccc(OC)cc1 (configuration not stated) | 21 | 17 | 17 | -5 | 0 | 1 | 39 | 13
c1csc(Cn2nnnc2CN2CCN(c3nc4ccccc4s3)CC2)c1 | 7 | -1 | -12 | 2 | -9 | -6 | 15 | 1
O=C(NCc1ccccc1F)c1ccc2c(c1)OCCO2 | -5 | 5 | -11 | -3 | -26 | -5 | -3 | 2
Cc1ccc(CNc2nc(N)c([N+](=O)[O-])c(Nc3cccc(F)c3)n2)cc1 | 18 | 3 | 9 | -3 | -5 | -5 | -9 | -1
COc1ccc(/C=C2/C(=O)N(c3nc4ccccc4s3)N=C2CSc2ccc(Cl)cc2)cc1 | 29 | 4 | 8 | 2 | -39 | 3 | 10 | 24
CCC(=O)Nc1nc2nc(-c3ccccc3)cc(-c3ccccc3)n2n1 | 19 | -3 | 9 | -4 | 10 | 9 | 2 | 4
O=[N+]([O-])c1ccc(N2CCN(C(=S)c3cccc([N+](=O)[O-])c3)CC2)cc1 | -12 | 5 | 12 | 4 | 10 | 10 | -10 | -16
O=S(=O)(NCC(c1cccnc1)N1CCN(Cc2ccccc2)CC1)c1cc(F)ccc1F (configuration not stated) | 0 | -5 | 8 | 9 | 7 | 20 | -7 | -6
Cc1nc(SC(C)C(=O)NC2CCCC2)c2ccccc2n1 (configuration not stated) | -6 | 11 | -5 | 5 | -4 | -3 | 15 | -4
Cc1ccc(C(C)(C)C)cc1S(=O)(=O)Nc1cccc(S(=O)(=O)NC2=NCCC2)c1 | 7 | -7 | 4 | -7 | 2 | 5 | -6 | -2
COc1ccc(OCCCCc2c(C)n[nH]c2C)cc1 | -3 | 3 | 1 | 2 | 1 | 10 | 11 | -2
C=CCn1cccc(C(=O)Nc2ccc(N(C)C)cc2)c1=O | 1 | 0 | -41 | 2 | 2 | -22 | 1 | 0
COC(=O)Nc1nnc(SCc2ccc(C)cc2)s1 | 5 | -4 | -10 | -13 | -8 | 1 | -11 | -2
O=C(NCCN1CCOCC1)c1cc(=O)[nH]c2ccc(Br)cc12 | -2 | -6 | 20 | -7 | 8 | -9 | -6 | -7
CCOc1ccccc1NC(=O)N1CCC(NC(=O)c2cccc(C)c2)CC1 | 2 | 0 | 2 | -1 | 10 | 6 | 9 | 2
COc1ccc(/C=C2\SC(=O)N(CC(=O)NCCCn3ccnc3)C2=O)cc1 | -7 | 18 | -59 | -8 | -11 | 4 | -10 | -3
COc1ccc(NC(=O)COC(=O)c2ccc(NS(=O)(=O)/C=C/c3ccccc3)cc2)cc1 | 11 | 0 | 7 | -2 | 2 | 12 | -8 | -11
Cc1cccc(C)c1OC(=O)Cc1ccccc1[N+](=O)[O-] | 8 | -2 | 12 | 1 | -15 | -1 | 8 | -3
O=C(COC(=O)CNC(=O)c1ccc(Cl)c([N+](=O)[O-])c1)NNC(=O)c1ccccc1F | -3 | 7 | 10 | -3 | 0 | -2 | 10 | 1
COc1ccc(Cc2nc(C(=O)Nc3ccc(F)cc3)cs2)cc1 | 1 | 10 | -2 | -4 | -1 | 2 | 3 | 1
CC(=O)Nc1ccc(S(=O)(=O)NC(=O)C23CC4CC(CC(C4)C2)C3)cc1 | 0 | 4 | 24 | 5 | 7 | 11 | 1 | 4
[N-]=[N+]=NC1CC(CO)OC1n1ccc(=O)[nH]c1=O (configuration not stated) | 0 | 2 | 25 | -3 | 2 | -2 | 0 | -5
Cc1ccc(Cl)cc1N1CCN(Cc2nnnn2C2CCCCC2)CC1 | 31 | 12 | -2 | 2 | 15 | -14 | 7 | -1
Cc1nc(SCC(=O)Nc2nc3ccccc3s2)n[nH]1 | 6 | -1 | -15 | 5 | -21 | -5 | 7 | 2
Cn1c(SCc2nnc(-c3ccccc3)o2)nc2ccccc21 | 4 | 8 | -2 | -2 | -18 | -4 | 3 | -7

# An excerpt of these results, with two lines to a compound:
# Every second line gives: Apaf1 inhib	SENP7 block	697 NFkB inh	SENP8 block	Gli-Sufu block	Jurkat NFkB inh	UBC13 polyUb	HKDC1 inh
> [N-]=[N+]=NC1CC(CO)OC1n1ccc(=O)[nH]c1=O (configuration not stated)
 : 0	2	25	-3	2	-2	0	-5
> Cc1ccc(Cl)cc1N1CCN(Cc2nnnn2C2CCCCC2)CC1
 : 31	12	-2	2	15	-14	7	-1
